Compound activity from PubChem BioAssay.
INS-1E GSIS act: GLuc luminescence reporter in INS-1E cells, primary screen for activators of glucose-dependent secretion of insulin. INS-1E GLuc reporter insulin secretion, 2-3 h. activation, % at 16.6 µM. actives 0.61% (n = 370,000);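 active = lowest replicate activation of at least 40%, so every replicate reaches that level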;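 note: 0% = median of neutral control wells and 100% = median of IBMX positive control wells; some compounds called inactive have numbers as strong as hits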
FN deposition inh: inhibitors of fibronectin matrix deposition, primary screen, AH1F cells, Alexa488-fibronectin fluorescence, plate reader; AH1F fibroblasts, overnight; inhibition, % at 12.6 µM; actives 0.086% (n = 350,000); AID 743247, 2014;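 active = mean inhibition across replicates of 30% or more, regardless of how many single replicates reach that level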;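 note: positive control wells lacked labelled fibronectin entirely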
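Material: AH1F fibroblast monolayer depositing Alexa488-labelled fibronectin into matrix / Amount: 10000 AH1F cells per well / Signal: fluorescence 485/525 nm / Medium: DMEM, 2% serum / Compound: single dose, pinned / Incubation: 1 h cell adhesion before compound, then overnight fibronectin incubation / Reagent: Alexa488-FN, 24 nM final / Read-out: inhibition of fibronectin deposition signal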
* = called active by the depositor; & = joins results of further samples. The list is partial; the hit share may differ from the screen's.

Each structure is followed by: INS-1E GSIS act, FN deposition inh
CCc1ccc(OCC(=O)NNC(=O)Cc2cccs2)cc1
→ 16.0, -8.9
CC(C)Cn1c(SCc2nc3ccccc3c(=O)[nH]2)nc2ccccc2c1=O
→ 24.2, -5.5
CCc1sc(C(=O)Nc2ccc(NC(C)=O)cc2)cc1C
→ -6.7, 2.6
COc1cc(CNCc2ccccn2)ccc1OCC(=O)NC(C)(C)C
→ 9.6, -6.3
O=C(Cn1cnc2ccccc21)N/N=C/c1cccs1
→ -7.4, 14.2
O=C1c2ccccc2NC(c2ccc(O)cc2)N1/N=C/c1ccc(O)cc1 (centres undefined)
→ 13.2, 1.0
S=C(NCc1ccco1)Nc1cccc(Cl)c1
→ -5.0, -0.7
COCCOc1ccc(C(F)(F)F)cc1NC(=O)c1ccccc1F
→ 50.3*, 9.4
Clc1ccc(-c2c[n+](Cc3cccc(Cl)c3)c3n2CCC3)cc1
→ -3.4, -3.8
Nc1cc(=O)[nH]c(SCC(=O)Nc2ncc(C(F)(F)F)cc2Cl)n1
→ 2.9, -4.3
O=C1NC(=NCc2ccccc2)S/C1=C/c1ccc(O)cc1
→ 8.8, 5.5
CCCN1CCN(c2nc(-c3cccs3)nc3ccccc23)CC1
→ 31.6, 6.6
COc1ccc(Br)cc1CNC(C)c1ccccc1 (centres undefined)
→ 44.8, -22.8
Cc1ccc(C(=O)N2CC(=O)Nc3ccc(F)cc3C2c2ccccc2)cc1[N+](=O)[O-] (centres undefined)
→ -6.6, 1.2
O=C(NCCCn1ccnc1)c1cc2cc([N+](=O)[O-])ccc2oc1=O
→ -12.5, 1.4
CCCOC(=O)COC(=O)c1ccccc1NC(=O)c1ccccc1
→ 25.3, -0.9
Cc1ccc(S(=O)(=O)N2CCCC2)cc1[N+](=O)[O-]
→ -3.2, -5.2
Cc1c(N/C(=N/S(=O)(=O)c2ccc(Cl)cc2)c2ccccc2)c(=O)n(-c2ccccc2)n1C
→ 0.6, 3.6
CC(C)[C@@H]1COCn2nncc2CC[C@H](Cc2ccc(-c3ccccc3)cc2)C(=O)N1
→ 6.7, -6.2
N#C/C(=C\c1cn(CCOc2ccccc2F)c2ccccc12)C(=O)NCc1cccs1
→ 7.9, 14.7
CCCCCC1CC(CC(=O)Nc2ccc([N+](=O)[O-])cc2)C(=O)O1 (centres undefined)
→ -16.4, -6.5
Cc1cccc(NC(=O)CNC(=O)COc2ccc(-c3ccc(C#N)cc3)cc2)c1C
→ 66.7*, 1.0
CCOc1ccc(NC(=S)N/N=C(\C)Cc2ccc(OC)cc2)cc1
→ 14.2, -0.8
O=C(NCC(=O)N(CCN1CCOCC1)C(C(=O)NC1CCCC1)c1cccnc1)c1cccs1 (centres undefined)
→ 7.8, -19.6
O=C1c2cccc([N+](=O)[O-])c2C(=O)N1c1c[nH]c(=O)[nH]c1=O
→ 2.7, -2.7
Cc1cc(S(=O)(=O)N(Cc2ccccc2Cl)c2ccc3c(c2)CCC3)ccc1-n1cnnn1
→ 0.0, -4.8
CCN=c1scc(-c2cccs2)n1/N=C/c1cc(OC)ccc1O
→ 8.9, 4.6
Cc1ccccc1NC(=O)COC(=O)/C=C/c1cn(-c2ccccc2)nc1-c1cccnc1
→ -4.3, -1.8
N/C(=N\OC(=O)CCCOc1ccccc1)c1cccc([N+](=O)[O-])c1
→ 2.8, -4.4
COc1ccc([N+](=O)[O-])cc1NC(=O)C(C)OC(=O)c1ccccc1C(=O)c1ccc(Cl)cc1 (centres undefined)
→ -5.0, 6.2
CCn1nc(C)c(NC(=O)c2cnn3c(C(F)F)cc(-c4ccccc4)nc23)c1C
→ 54.9*, -5.9
CSC1=NSC2=NC(=O)/C(=C\c3coc4ccccc4c3=O)C(=N)N12
→ -49.2, -12.3
COc1ccc(-n2cnnc2SC(C)C(=O)Nc2cccc([N+](=O)[O-])c2)cc1 (centres undefined)
→ -8.9, 0.8
O=C(NCCO)/C(=C\c1ccc2c(c1)OCO2)NC(=O)c1ccc(Br)cc1
→ -10.3, 0.5
COc1cccc(NC(=O)c2cc(Cl)nnc2Cl)c1
→ -8.6, -7.8
Cc1cc(C)nc(SCC(=O)Nc2ncc(C(F)(F)F)cc2Cl)n1
→ 11.4, 3.8
Cc1cccc(S(=O)(=O)N(C)C[C@H]2OCc3ccccc3-c3ccccc3C(=O)N([C@@H](C)CO)C[C@H]2C)c1
→ -5.3, 11.4
Cc1sc2ncnc(Sc3ccccc3C(=O)Nc3ccccc3Cl)c2c1C
→ 3.0, -6.2
CN(NC(=O)C1CC(=O)N(c2ccccc2)C1)C1=NS(=O)(=O)c2ccccc21 (centres undefined)
→ -4.2, -6.1
O=c1[nH][nH]c(-c2ccccc2O)c1C(C[N+](=O)[O-])c1ccccc1 (centres undefined)
→ -1.4, -0.9
C[C@H](NC(=O)N(C)C[C@H]1OCc2ccccc2-c2ccccc2C(=O)N([C@H](C)CO)C[C@@H]1C)c1ccccc1
→ 1.0, -10.1
CCOC(=O)c1ccc(NC(=O)CN2C(=O)CSCC2=O)cc1
→ -3.1, -3.7
CCOc1c(Cl)cc(CNc2ccc(S(N)(=O)=O)cc2)cc1OC
→ -7.5, 3.1
CCN(CC)CCNC(C(=O)Nc1cccc(C(C)=O)c1)c1ccccc1 (centres undefined)
→ -2.4, 14.6
C[C@@H]1CN(C)C(=O)c2cccc(N(C)C)c2O[C@@H]1CN(C)C(=O)OC(C)(C)C
→ 0.1, -8.8
COc1cc(/C=N/Nc2nc(Nc3ccccc3)nc(N3CCOCC3)n2)ccc1OC(=O)c1ccco1
→ 2.1, -10.7
CC12CCC(=O)N1C(C(=O)OCC(=O)Nc1ccc(S(N)(=O)=O)cc1)CS2 (centres undefined)
→ 17.6, 6.8
N#Cc1ccc(/C=N/NC(=O)c2ccccc2F)cc1
→ 14.8, 0.7
COc1cc2ccccc2cc1C(=O)NC(=S)Nc1nnn(C)n1
→ 5.2, -4.9
COC(=O)N/N=C(\C)c1ccc(OC(F)F)cc1OC(F)F
→ 13.3, -9.8
C/C(=N\NC(=O)CCc1c[nH]c2ccccc12)c1cccc([N+](=O)[O-])c1
→ 4.8, 4.8
CNC[C@H]1Oc2ccc(NC(C)=O)cc2C(=O)N(C)C[C@@H]1C
→ 13.7, -7.6
NS(=O)(=O)c1ccc(CCNC(=O)CN2CCN(c3ccccc3F)CC2)cc1
→ 4.1, -4.8
Cc1ccc(CN2C(=O)/C(=C\c3ccc(C(=O)NCc4cccnc4)cc3)Oc3ccccc32)cc1
→ 7.5, 2.4
CCC(CC)C(=O)N1CCN(c2cccc(C)c2C)CC1
→ -11.1, -3.9
Cc1ccc(/C=c2\sc3nc(-c4cccs4)nn3c2=O)o1
→ 34.1, -5.5
CCOC(=O)c1c(NC(=O)CSc2nnc(Cc3ccccc3)o2)sc(C(C)=O)c1C
→ -30.0, 2.5
Cc1ccc(-n2[nH]c(C)c(C=Nc3ccc(S(=O)(=O)N4CCOCC4)cc3)c2=O)c(C)c1
→ -3.9, 6.0
Cc1noc(C)c1S(=O)(=O)N(C)C[C@H]1Oc2c(NC(=O)c3nc4ccccc4s3)cccc2C(=O)N([C@H](C)CO)C[C@H]1C
→ 4.5, 15.1
Cc1cccc(C(=O)NC(=S)Nc2ccccc2C(F)(F)F)c1
→ 8.0, -2.6

(more compounds)
Each structure is followed by: INS-1E GSIS act, FN deposition inh
O=C(N/N=C/c1cccnc1)c1ccc([N+](=O)[O-])cc1Cl
→ 25.6, -6.6
O=C(/C=C/c1cccc([N+](=O)[O-])c1)Nc1ccccc1N1CCOCC1
→ 12.3, 2.9
CC(=O)Nc1ccc(S(=O)(=O)Nc2ccc(-c3ccc4nnc(C)n4n3)cc2)cc1
→ 19.1, -12.2
O=C(CCc1ccccc1)Nc1nnc(-c2ccccn2)o1
→ -3.6, -4.2
Cc1cc(CNC(=O)c2ccc3c(c2)OCO3)c2ccccc2n1
→ 1.9, 15.3
Cc1cccc(C(C)C)c1NC(=O)COC(=O)c1cccc(S(=O)(=O)N2CCc3ccccc3C2)c1
→ 121.3*, -1.9
CN(C(=S)NC1CCCCC1)C1(c2ccccc2Cl)CCCCC1=O (centres undefined)
→ -19.2, -5.6
Cc1nc2ccc(NC(=O)c3ccc([N+](=O)[O-])cc3)cc2s1
→ 15.6, -0.4
COc1cc(/C=c2/sc3nc(-c4ccccc4)c(-c4ccccc4)n3c2=O)cc(OC)c1OC
→ -19.0, -3.2
COc1ccc(N(C)S(=O)(=O)c2cccc(C(=O)OC(C(=O)Nc3cc(C)cc(C)c3)c3ccccc3)c2)cc1 (centres undefined)
→ -0.2, 7.2
CCn1ncc(/C=C2/SC(=S)NC2=O)c1C
→ -18.6, 0.4
O=C(CCCc1nc2ccccc2s1)NC(c1ccccc1)c1ccccc1
→ -12.6, -0.8
COc1ccc(C(=O)Nc2cc([N+](=O)[O-])ccc2N2CCN(C)CC2)cc1
→ 19.0, 1.4
Cc1ccc(C2NC(=O)NC3=C2CCc2ccccc23)cc1 (centres undefined)
→ -17.7, -0.4
CC(=O)Nc1ccc(N=Cc2c(O)c(C(=O)Nc3ccccc3)cc3ccccc23)cc1
→ 0.1, -11.9
O=C1CSC(c2cccc([N+](=O)[O-])c2)N1c1ccccc1F (centres undefined)
→ 30.6, 1.8
Cc1cc(-c2ccccc2)nc(Cl)c1C#N
→ -0.1, -5.0
COc1ccc(C[C@@H]2CCc3cnnn3COCCNC2=O)cc1
→ 4.5, -5.9
Cc1ccc(-c2nnn(CC(=O)N(Cc3cccs3)C(C(=O)NCC3CCCO3)c3ccco3)n2)o1 (centres undefined)
→ -1.7, 4.7
CC(OC(=O)Cc1coc2ccc3ccccc3c12)C(=O)Nc1ncc(Cl)cc1Cl (centres undefined)
→ -11.7, 1.8
O=C(COc1ccc(Br)cc1Cl)NC(=O)NCc1ccccc1
→ -3.1, -5.7
Cc1ccc(C(=O)n2c(-c3ccccc3)cnc2SCC(=O)Nc2ccc(C)cc2C)cc1
→ -10.7, -5.8
O=C(NC1CCCc2ccccc21)c1cccc(Br)c1 (centres undefined)
→ -9.6, -10.8
COc1ccc(OCCCC(=O)Nc2cccc(SC)c2)cc1
→ -2.9, -4.1
COc1cc(N(C(=O)Cc2cccs2)C(C(=O)NC2CCCCC2)c2ccc(C)cc2)ccc1-n1cnnn1 (centres undefined)
→ -8.2, 1.3
O=[N+]([O-])c1ccc(N2CCN(S(=O)(=O)c3ccc(Cl)c(Cl)c3)CC2)cc1NCCN1CCOCC1
→ 4.3, 0.7
Cc1ccc(CSc2nnc(CC(=O)Nc3ccc(C)cc3)n2C)cc1
→ -5.2, 4.4
COc1ccc(C2=NN(C(=O)CSc3ncccn3)C(c3ccc(C)cc3)C2)cc1 (centres undefined)
→ -30.5, 2.6
O=C(c1cc([N+](=O)[O-])cc([N+](=O)[O-])c1)N1CCOCC1
→ 17.8, -3.4
COCC(=O)N(C[C@H]1N[C@H](CO)[C@@H]1c1ccc(C2=CCCC2)cc1)C1CCCC1
→ -23.0, -4.0
CC(C)NC(=O)N(C)C[C@@H]1Oc2ncccc2C(=O)N(C)C[C@@H]1C
→ 1.2, -2.6
Cc1nn(-c2ccccc2)c(N)c1C(c1ccccc1)c1c(C)nn(-c2ccccc2)c1N
→ -17.3, -11.4
O=C(Cc1cc(=O)[nH][nH]1)N/N=C/c1c(Cl)cccc1Cl
→ -32.9&-3.0, 0.1&-2.7
CC(=O)Oc1c(C(=O)c2nnc(C)o2)c(=O)n(C)c2ccccc12
→ 3.7, -4.2
C=CCn1c(C)cc(C2=NNC(=NC(C)(C)C)SC2)c1C
→ 4.3, 3.2
O=C(Nc1ccc2c(c1)[C@H]1C[C@H](CC(=O)N3CCCCC3)O[C@H](CO)[C@H]1O2)NC1CCCCC1
→ -3.4, -1.3
CC(C)NC(=O)NC(=O)COc1ccc(Br)cc1Br
→ -11.5, 0.9
CCc1cccc(C)c1NC(=S)NCC(c1cccnc1)N1CCOCC1 (centres undefined)
→ 0.1, 6.1
COCCNC(=O)CSc1nnc(-c2ccccc2F)n1Cc1ccccc1
→ 31.3, -12.9
O=C1NC(=S)/C(=C\c2ccc(-c3ccccc3Cl)o2)S1
→ -26.4, -2.9
CCC(c1nnc(SCC(=O)Nc2ccc(Cl)cc2C(F)(F)F)n1C1CCCCC1)N(C)C (centres undefined)
→ -18.0, 2.7
CC(C)NC(=O)Nc1ccc2c(c1)CC(=O)N(C)C[C@H](C)[C@H](CN(C)C(=O)NC(C)C)O2
→ -4.3, -7.7
CN(C)CCCOc1cccc(Oc2ccccc2)c1
→ 36.4, -5.3
COC(=O)c1ccc(C)c(NC(=O)CCc2cc(OC)c(OC)c(OC)c2)c1
→ -3.9, 2.9
OC(C#CCN1CCCC1)(c1ccccc1)c1cccc(F)c1 (centres undefined)
→ 16.1, -0.9

By substructure, the compounds so far with a tert-butyl group (three)
Each structure is followed by: INS-1E GSIS act, FN deposition inh
COc1cc(CNCc2ccccn2)ccc1OCC(=O)NC(C)(C)C
→ 9.6, -6.3
C[C@@H]1CN(C)C(=O)c2cccc(N(C)C)c2O[C@@H]1CN(C)C(=O)OC(C)(C)C
→ 0.1, -8.8
C=CCn1c(C)cc(C2=NNC(=NC(C)(C)C)SC2)c1C
→ 4.3, 3.2
